mHTT CaM bind – mutant huntingtin-calmodulin interaction inhibitors – biochemical, AlphaScreen, primary screen | AlphaScreen His-mHTT/GST-CaM binding, luminescence | inhibition, % at 15 µM | actives 3.6% (n = 190,000) | AID 1671202, 2021;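 also: 0% = both proteins with DMSO and 100% = one protein alone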
Pf apPOL inh – Pf-apPOL inhibitors, biochemical, fluorescence; inhibition, % at 10 µM; Plasmodium falciparum apicoplast DNA polymerase (apPOL); actives 0.25% (n = 210,000); Recombinant Pf-apPOL, molecular beacon fluorescence, 1.5 h; AID 1794808, 2022
* = called active by the depositor; & = joins results of further samples. Rule as the data show it: active = inhibition above about 50%; inactive = the rest.

Screening COc1ccc(Cl)cc1C1=N/C(=C/c2ccc([N+](=O)[O-])cc2)C(=O)O1 returned mHTT CaM bind 2 and Pf apPOL inh 6.
For COc1cc(C2Oc3ccccc3C3CC(c4cccs4)=NN32)cc(OC)c1O (stereo not given) the results were mHTT CaM bind 47 and Pf apPOL inh 8.
For Cc1ccnc(N2CCC(C(=O)Nc3ccc(F)cc3Cl)CC2)n1 the results were mHTT CaM bind -14 and Pf apPOL inh -1.
For CN1C(=O)c2cccc3cc([N+](=O)[O-])cc(c23)C1=O the results were Pf apPOL inh 11.
Cc1ccc(-c2cc3c(N4CCC(C(=O)NCc5ccco5)CC4)nccn3n2)c(C)c1 was read as mHTT CaM bind 23 and Pf apPOL inh -5.
For Cc1cc(N)n2nc(-c3ccc(Cl)cc3)cc2n1 the results were mHTT CaM bind 3 and Pf apPOL inh 8.
`COc1cc(Br)c(CC(=O)O)cc1OC` gave mHTT CaM bind -6 and Pf apPOL inh -2.
For O=C(NCCN1CCOC(c2ccccc2)C1)C12CC3CC(CC(C3)C1)C2 (stereo not given) the results were mHTT CaM bind 3 and Pf apPOL inh -5.
For COc1ccc(CC(=O)Nc2ccn(-c3cccc(Cl)c3)n2)cc1 the results were mHTT CaM bind 4 and Pf apPOL inh -1.
For COC(=O)C(C#N)=C1NC(C)=NC(SC)=C1C#N the results were Pf apPOL inh 12&9.
`Cn1nc(C(F)(F)F)cc1C(=O)NCc1cccnc1` gave mHTT CaM bind -5 and Pf apPOL inh -1.
Screening Cc1ccc(NC(=O)N2CCOc3ccccc32)cc1F returned mHTT CaM bind -8 and Pf apPOL inh -7.
O=C1C=CC(=NS(=O)(=O)c2ccc(F)cc2)C=C1 was read as mHTT CaM bind 50* and Pf apPOL inh -9.
`CC(=O)Nc1ccc(NC(=O)CC2SC(=Nc3ccccc3)NC2=O)cc1` (stereo not given) gave mHTT CaM bind -7 and Pf apPOL inh -8.
COCCn1c(SCC(=O)Nc2ccccc2C(F)(F)F)nnc1-c1c[nH]c2ccccc12 was read as mHTT CaM bind 1 and Pf apPOL inh 0.
Cc1nn2c(=O)/c(=C/c3ccccc3Br)sc2nc1=O was read as mHTT CaM bind 9 and Pf apPOL inh 14.
For NC(=O)NC12CC3CC(CC(C3)C1)C2 the results were mHTT CaM bind -1 and Pf apPOL inh -7.
COc1cc(C2SCC(=O)N2CCc2ccc(OC)c(OC)c2)ccc1O (stereo not given) was read as mHTT CaM bind 1 and Pf apPOL inh 12.
Screening COc1ccc(C=Nc2ccc(Nc3ccccc3)cc2)cc1O returned mHTT CaM bind 87* and Pf apPOL inh -57.
CCCCNC(=O)CN1C(=O)/C(=C/c2cccc(Cl)c2)Sc2ccccc21 was read as mHTT CaM bind 2 and Pf apPOL inh 2.
Screening O=C(CSc1nnc(-c2cccs2)o1)NC(=O)Nc1ccccc1 returned Pf apPOL inh 1.
COc1ccc(OC)c2[nH]c(=O)c(CCNC(=O)CC3CCCCC3)cc12 was read as mHTT CaM bind -2 and Pf apPOL inh -4.
`O=C(NNC(=O)c1csc(Cc2ccsc2)n1)Nc1ccccc1` gave Pf apPOL inh -24.
For CC1CN(C(=O)c2nn(C)c3ccccc23)CC1c1nc(-c2cccnc2)no1 (stereo not given) the results were mHTT CaM bind 2 and Pf apPOL inh -4.
For COc1ccc(NS(=O)(=O)c2ccc(F)cc2)cc1OC1CCCC1 the results were Pf apPOL inh 1.
For O=C(CN1C(=O)c2ccc([N+](=O)[O-])cc2C1=O)Nc1ccccc1[N+](=O)[O-] the results were mHTT CaM bind 8 and Pf apPOL inh 2.
`COc1cc([N+](=O)[O-])ccc1N=Cc1nc(-c2ccc(C)cc2)oc1O` gave mHTT CaM bind -4 and Pf apPOL inh 2.
For COc1ccc(N(CC(=O)Nc2cccc(F)c2)S(C)(=O)=O)cc1OC the results were mHTT CaM bind -2 and Pf apPOL inh 3.
For CCOc1ccc(NC(=O)NC2CCCCC2)cc1 the results were mHTT CaM bind -1 and Pf apPOL inh -2.
`Cc1ccc(F)cc1S(=O)(=O)N1CCC(c2nc(C(=O)N3CCCC3)c(C)o2)CC1` gave mHTT CaM bind 22 and Pf apPOL inh -1.
O=C(C1CCOC1)N1CCC(c2nncn2Cc2ccccc2)CC1 (stereo not given) was read as mHTT CaM bind -15 and Pf apPOL inh 4.
Screening CCCC[C@H]1COCCS(=O)(=O)N1Cc1cccc(Cl)c1 returned mHTT CaM bind -3 and Pf apPOL inh -5.
CCn1ccc2c(cc(C(=O)NCc3cccnc3)n2C)c1=O was read as mHTT CaM bind -8 and Pf apPOL inh -4.
Screening O=C(/C=C/c1ccc([N+](=O)[O-])s1)Nc1ccc(-c2nc3ccccc3[nH]2)cc1 returned mHTT CaM bind 5 and Pf apPOL inh -7.
CC1(C)CC(C)(c2cccc3ccccc23)c2cccc3cccc1c23 (stereo not given) was read as Pf apPOL inh -6.
Screening O=C1NC(=O)C(=CC(=O)N2CCCCC2)S1 returned mHTT CaM bind 1 and Pf apPOL inh -4.

The final 5 records of the section before open the next one.
Screening CCCC[C@H]1COCCS(=O)(=O)N1Cc1cccc(Cl)c1 returned mHTT CaM bind -3 and Pf apPOL inh -5.
CCn1ccc2c(cc(C(=O)NCc3cccnc3)n2C)c1=O was read as mHTT CaM bind -8 and Pf apPOL inh -4.
Screening O=C(/C=C/c1ccc([N+](=O)[O-])s1)Nc1ccc(-c2nc3ccccc3[nH]2)cc1 returned mHTT CaM bind 5 and Pf apPOL inh -7.
CC1(C)CC(C)(c2cccc3ccccc23)c2cccc3cccc1c23 (stereo not given) was read as Pf apPOL inh -6.
Screening O=C1NC(=O)C(=CC(=O)N2CCCCC2)S1 returned mHTT CaM bind 1 and Pf apPOL inh -4.
Cn1c(=O)[nH]c(=O)c2c1nc(N1CCCCC1)n2CCSc1nc2ccccc2[nH]1 was read as mHTT CaM bind -3 and Pf apPOL inh -6.
COc1ccc(Br)c(Oc2ccc(C)nn2)c1 was read as mHTT CaM bind 14 and Pf apPOL inh -5.
Screening CC(=O)c1ccc(NC(=O)/C(=C/c2ccco2)NC(=O)c2ccco2)cc1 returned mHTT CaM bind 29 and Pf apPOL inh -6.
`CCCCOc1cc(C(F)(F)F)nc2ccc(CSc3nc4ccccc4s3)cc12` gave Pf apPOL inh 1.
COc1ccc(C=C2N=C(C(C)(C)C)OC2=O)c(OC)c1 was read as mHTT CaM bind 3&-3 and Pf apPOL inh -8&-2.
`N#Cc1cccc(C(=O)N2CCCC(c3nc(CCNC(=O)C4CC4)cs3)C2)c1` (stereo not given) gave mHTT CaM bind -7 and Pf apPOL inh -1.
`O=C(Cc1ccccc1)NC(N1CCCC1)C(Cl)(Cl)Cl` (stereo not given) gave mHTT CaM bind -4 and Pf apPOL inh 3.
Screening COC(=O)[C@H](C(C)C)N(CCc1cn(CC2CCCCC2)nn1)S(=O)(=O)c1ccccc1Br returned mHTT CaM bind 2 and Pf apPOL inh -5.
`Cc1nc(Cn2cccc2C(=O)Nc2cc(Cl)ccc2C)no1` gave mHTT CaM bind -7 and Pf apPOL inh -4.
Screening CC(=O)COc1ccc2c(c1)OC(=Cc1ccccc1Br)C2=O returned mHTT CaM bind 3 and Pf apPOL inh -8.
For Cc1ccccc1-n1cnc(C(=O)NC2CC3CCC2C3)n1 (stereo not given) the results were mHTT CaM bind -1 and Pf apPOL inh 2.
Screening Cc1ccc(NC(=O)CSc2nc3nc(C)cc(C)n3n2)c(C)c1 returned mHTT CaM bind -6 and Pf apPOL inh -9.
Cc1cccc(COc2ccc3c4c(c(=O)oc3c2)CCC4)c1 was read as mHTT CaM bind -6 and Pf apPOL inh 0.
For CCc1c(C)nc2ccccc2c1SCC(=O)O the results were mHTT CaM bind 4 and Pf apPOL inh 6.
For O=C(NCC1CCCO1)c1cncc(-c2cc(F)cc(F)c2)c1 (stereo not given) the results were mHTT CaM bind 5 and Pf apPOL inh 2.
Screening CN(C)CCCN1C(=O)C(O)=C(C(=O)c2ccco2)C1c1ccc(F)cc1 (stereo not given) returned mHTT CaM bind -1 and Pf apPOL inh 0.
For COc1cc(CN2CCN(c3cccc(Cl)c3)CC2)cc(OC)c1OC the results were mHTT CaM bind 20 and Pf apPOL inh -2.
For CCSc1nnc(N2C(=O)c3ccc(Oc4ccc([N+](=O)[O-])cc4)cc3C2=O)s1 the results were mHTT CaM bind 1 and Pf apPOL inh -4.
`O=c1[nH]c2cc(F)ccc2c(O)c1-c1nc(-c2ccccc2Br)no1` gave mHTT CaM bind 0 and Pf apPOL inh -4.
CC1CC(C)CN(CC(=O)N2CCCc3c2c(=O)oc2ccc(OCc4ccccc4)cc32)C1 (stereo not given) was read as mHTT CaM bind -1 and Pf apPOL inh -1.
O=C(Nc1ccc(F)c(Cl)c1)C(=O)Nc1cc2c3c(c1)CCN3C(=O)CC2 was read as mHTT CaM bind -4 and Pf apPOL inh -7.
`O=C(NCc1ccccc1F)C1CCCN(c2cn[nH]c(=O)c2)C1` (stereo not given) gave mHTT CaM bind -7 and Pf apPOL inh 0.
For O=C(Cc1ccc(Br)cc1)Nc1ccccn1 the results were mHTT CaM bind -1 and Pf apPOL inh -5.
For CCOCCCNC(=O)N1CCN(Cc2nc3cccnc3n2-c2cccc(C)c2)CC1 the results were mHTT CaM bind 3 and Pf apPOL inh 0.

Quoted at random: 2 compounds from above, in no set order.
CC1CC(C)CN(CC(=O)N2CCCc3c2c(=O)oc2ccc(OCc4ccccc4)cc32)C1 (stereo not given) was read as mHTT CaM bind -1 and Pf apPOL inh -1.
For CCOCCCNC(=O)N1CCN(Cc2nc3cccnc3n2-c2cccc(C)c2)CC1 the results were mHTT CaM bind 3 and Pf apPOL inh 0.

Compounds listed so far with an aryl thioether with sulfur outside any ring:
COCCn1c(SCC(=O)Nc2ccccc2C(F)(F)F)nnc1-c1c[nH]c2ccccc12 was read as mHTT CaM bind 1 and Pf apPOL inh 0.
Screening O=C(CSc1nnc(-c2cccs2)o1)NC(=O)Nc1ccccc1 returned Pf apPOL inh 1.
Cn1c(=O)[nH]c(=O)c2c1nc(N1CCCCC1)n2CCSc1nc2ccccc2[nH]1 was read as mHTT CaM bind -3 and Pf apPOL inh -6.
`CCCCOc1cc(C(F)(F)F)nc2ccc(CSc3nc4ccccc4s3)cc12` gave Pf apPOL inh 1.
Screening Cc1ccc(NC(=O)CSc2nc3nc(C)cc(C)n3n2)c(C)c1 returned mHTT CaM bind -6 and Pf apPOL inh -9.
For CCc1c(C)nc2ccccc2c1SCC(=O)O the results were mHTT CaM bind 4 and Pf apPOL inh 6.
For CCSc1nnc(N2C(=O)c3ccc(Oc4ccc([N+](=O)[O-])cc4)cc3C2=O)s1 the results were mHTT CaM bind 1 and Pf apPOL inh -4.

More structures follow.
Fc1ccc2nc3c(nc2c1)c1cc(F)ccc1n3Cc1ccccn1 was read as mHTT CaM bind -10 and Pf apPOL inh -3.
Screening O=C(Nc1cccc2ncccc12)c1ccccc1 returned mHTT CaM bind -3 and Pf apPOL inh 4.
COc1cc(/C=C2\SC(=Nc3ccccc3)NC2=O)cc(Cl)c1O was read as mHTT CaM bind 44 and Pf apPOL inh -3.
For O=C1OC(c2ccc(F)cc2)=N/C1=C\c1ccc(Br)cc1 the results were mHTT CaM bind 3 and Pf apPOL inh -1.
For COc1ccc(Cl)cc1C(=O)Nc1ccc(C(C)=O)cc1 the results were mHTT CaM bind -2 and Pf apPOL inh 6.
O=C(NCc1ccc(F)cc1)C1CCCN(c2nnc3c(Cl)cccn23)C1 (stereo not given) was read as mHTT CaM bind 0 and Pf apPOL inh -1.
Screening O=[N+]([O-])c1ccc(CSc2nnc3nc[nH]n23)cc1 returned mHTT CaM bind 5 and Pf apPOL inh -1.
Screening Cc1ccc(N=C2C=CC(C)(C(Cl)(Cl)Cl)C=C2)cc1 (stereo not given) returned mHTT CaM bind 5 and Pf apPOL inh 2.
For CCN1C(=O)c2ccc(Br)cc2C1=O the results were mHTT CaM bind -3 and Pf apPOL inh 1.
`Cc1[nH]c2ccc(Cl)cc2c(=O)c1CN1CCN(C)CC1` gave mHTT CaM bind -1&-1 and Pf apPOL inh -6&-1.
`CCCCN1CCN(C(=O)c2ccc(-c3ccnc(N4CCCC4)n3)cc2)CC1` gave mHTT CaM bind 38 and Pf apPOL inh -16.
For COc1ccc(/C=C2\SC(=N)N(c3nonc3N)C2=O)cc1 the results were mHTT CaM bind -1 and Pf apPOL inh -6.
For Cc1ccc2nc(Nc3ncc4c(n3)CC(C)(C)CC4=O)nc(C)c2c1 the results were mHTT CaM bind 0 and Pf apPOL inh 3.
`Cc1cccc(CNC(=O)c2nn(C)c3c2CN(C(=O)c2ccc(F)cc2)CC3)c1` gave mHTT CaM bind 51* and Pf apPOL inh -5.
O=C(COc1ccccc1)N1CCN(c2nc(CN3CCOCC3)cs2)CC1 was read as mHTT CaM bind 13 and Pf apPOL inh -2.
CCN(CC)CCCOc1ccccc1[N+](=O)[O-] was read as mHTT CaM bind -2 and Pf apPOL inh -4.
Screening Cc1ccc(NC(=O)C(C)(C)C)cc1C returned mHTT CaM bind -1 and Pf apPOL inh -8.
`CC1CN2C=CN=C(N3CCN(C(=O)CCc4ccccc4)CC3)C2=N1` (stereo not given) gave mHTT CaM bind 10 and Pf apPOL inh -47.
For COc1ccc(C(=O)Nc2ccc(S(=O)(=O)NC(C)=O)cc2)cc1 the results were mHTT CaM bind -2 and Pf apPOL inh -1.
Screening CCOC(=O)CSC(=O)NC(=O)c1snnc1C returned Pf apPOL inh 12.
For O=C1CC(c2ccccc2F)c2c(n[nH]c2-c2ccccc2)N1 (stereo not given) the results were mHTT CaM bind 7 and Pf apPOL inh 4.
Screening O=C(Cc1ccc(F)cc1)N1CCCC1c1ccccc1F (stereo not given) returned mHTT CaM bind -11 and Pf apPOL inh -4.
Screening O=C(Nc1c2c(nn1-c1ccc(F)cc1)CSC2)c1ccc(Cl)c([N+](=O)[O-])c1 returned mHTT CaM bind 6 and Pf apPOL inh -7.
CC(C)c1ccc(/C=C2N=C(/C=C/c3cccc([N+](=O)[O-])c3)OC\2=O)cc1 was read as mHTT CaM bind 7 and Pf apPOL inh 0.
`Cc1ccc(N=Cc2cc(C)cc([N+](=O)[O-])c2O)c(Cl)c1` gave mHTT CaM bind 8 and Pf apPOL inh 4.

From PubChem BioAssay
